# tim10-1 inh: growth inhibitors of tim10-1 mutant yeast; S. cerevisiae tim10-1 ts strain growth, BacTiter-Glo, 24 h; inhibition, % at 20 µM; 330,000 compounds, 2.2% hits; AID 463190;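 active = inhibition of at least 40%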;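 note: mutant grown at 25 °C; 0% = DMSO wells with yeast and 100% = wells holding no yeast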
# Apaf1 inhib: blocks human Apaf-1 apoptosome activity. O14727. reconstituted apoptosome caspase-3 activity, DEVD-Rh110 fluorescence. inhibition, % at 20 µM. 330,000 compounds, 0.71% hits; active = inhibition of at least 40% at 20 µM;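 note: plate controls were DMSO wells for no effect and DEVD-CHO caspase inhibitor wells for full effect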
# Target sequence (O14727 whole entry, looked up): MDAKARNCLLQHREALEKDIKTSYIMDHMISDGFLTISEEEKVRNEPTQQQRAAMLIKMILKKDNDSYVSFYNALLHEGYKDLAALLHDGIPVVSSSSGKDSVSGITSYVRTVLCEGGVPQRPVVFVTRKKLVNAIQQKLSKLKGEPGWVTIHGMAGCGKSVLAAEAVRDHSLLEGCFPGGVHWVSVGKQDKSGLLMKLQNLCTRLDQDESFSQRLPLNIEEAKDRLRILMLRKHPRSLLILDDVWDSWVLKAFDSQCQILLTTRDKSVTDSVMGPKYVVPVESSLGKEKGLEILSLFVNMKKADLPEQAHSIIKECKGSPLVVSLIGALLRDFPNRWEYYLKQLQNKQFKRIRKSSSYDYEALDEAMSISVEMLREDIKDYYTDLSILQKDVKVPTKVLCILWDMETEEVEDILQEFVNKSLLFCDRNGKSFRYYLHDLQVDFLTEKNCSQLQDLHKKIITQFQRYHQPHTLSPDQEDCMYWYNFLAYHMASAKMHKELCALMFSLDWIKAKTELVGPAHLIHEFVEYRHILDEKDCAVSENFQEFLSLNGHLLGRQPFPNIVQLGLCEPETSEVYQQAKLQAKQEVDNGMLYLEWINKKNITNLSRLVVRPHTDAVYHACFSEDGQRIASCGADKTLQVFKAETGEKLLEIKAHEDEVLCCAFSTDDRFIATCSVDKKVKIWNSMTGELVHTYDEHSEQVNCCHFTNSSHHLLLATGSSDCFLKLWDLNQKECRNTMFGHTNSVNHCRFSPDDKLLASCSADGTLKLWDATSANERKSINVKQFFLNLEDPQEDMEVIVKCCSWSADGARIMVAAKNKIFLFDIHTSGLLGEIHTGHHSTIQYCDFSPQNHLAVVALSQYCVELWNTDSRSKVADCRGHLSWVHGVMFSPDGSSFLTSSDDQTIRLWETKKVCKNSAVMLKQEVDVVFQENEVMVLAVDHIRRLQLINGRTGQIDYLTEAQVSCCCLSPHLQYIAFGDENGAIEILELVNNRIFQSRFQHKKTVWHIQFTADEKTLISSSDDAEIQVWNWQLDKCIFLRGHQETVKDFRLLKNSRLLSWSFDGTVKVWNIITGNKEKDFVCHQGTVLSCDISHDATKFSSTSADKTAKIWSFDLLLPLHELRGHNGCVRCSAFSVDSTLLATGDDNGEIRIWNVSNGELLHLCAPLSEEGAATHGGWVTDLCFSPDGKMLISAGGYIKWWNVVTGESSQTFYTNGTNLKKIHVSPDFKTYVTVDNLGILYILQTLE
#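 System: Apoptosome proteins | Medium: Hepes pH 7.5 with detergent and BSA | Also added: Cytochrome c trigger plus (Z-DEVD)2-Rh110 caspase-3 substrate | Incubation: 30 min compound preincubation, 50 min activation, room temperature | Detection: Rhodamine 110 fluorescence at Ex 480/Em 540 nm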
# TIM10 inh: TIM10 yeast growth inhibition | S. cerevisiae TIM10 strain growth, BacTiter-Glo luminescence, 24 h | inhibition, % at 10 µM | 330,000 compounds, 1.4% hits;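 active = inhibition of 40% or more at the single tested concentration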;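 note: wild-type TIM10 isogenic control strain grown at permissive 25 °C; 0% = DMSO yeast wells and 100% = minimal medium wells without yeast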
# hIAP block: blocks human intestinal alkaline phosphatase; 330,000 compounds, 0.12% hits; purified IAP, CDP-Star luminescence, 30 min; P09923; AID 2544; inhibition, % at 10 µM;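 active = inhibition reaching a set limit with compound at 10 µM in the primary screen, cut at about 35% in these data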;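 note: plate controls were DMSO wells with enzyme for no effect and no-enzyme buffer wells for full effect; values of inactives mirror those of a sister screen read the other way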
# hIAP act: increases human intestinal alkaline phosphatase activity. activation factor at 10 µM. AID 2524. 330,000 compounds, 0.16% hits. P09923. purified human IAP, CDP-Star luminescence, 30 min; active compounds read high; 1 = vehicle-only enzyme, 0 = enzyme-free background;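 active = activation factor of the enzyme at least 2-fold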; note: the source names both 10 and 20 µM as test concentration; values of inactives mirror those of a sister screen read the other way
# NALP3 yeast inh: NALP3 inhibition in yeast; 330,000 compounds, 0.39% hits; Yeast reconstituted NLRP3/ASC/caspase-1, beta-gal luminescence, 24 h; inhibition, % at 10 µM;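 active = inhibition of 50% or more; inactive = inhibition below 50%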;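 note: plate controls were induced DMSO wells for no effect and uninduced yeast grown without galactose for full effect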
# mIAP inh: mouse IAP inhibition; purified mouse IAP, CDP-Star luminescence, 30 min; inhibition, % at 10 µM; 330,000 compounds, 0.2% hits; AID 2806;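 active = inhibition of at least 40% at 10 µM in the primary screen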;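 note: plate controls were DMSO with enzyme for no effect and no enzyme wells for full effect; values of inactives mirror those of a sister screen read the other way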
# mIAP act: increases mouse intestinal alkaline phosphatase activity. muIAP, CDP-Star luminescence, 30 min; active compounds read high; 1 = vehicle-only enzyme signal, 0 = enzyme-free wells. AID 2805. activation factor at 10 µM. 330,000 compounds, 0.24% hits;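 active = activation factor of at least 2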; note: the source names both 10 and 20 µM as test concentration; values of inactives mirror those of a sister screen read the other way
#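 also added = chemiluminescent substrate CDP-Star | test system = mouse IAP enzyme | signal = chemiluminescence readout | compound = DMSO-dissolved test compounds | incubation = 30 min at room temperature | benchmarks = DMSO wells, no-enzyme wells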
# ATG4B inhibitor: inhibitors of human ATG4B cysteine protease. 340,000 compounds, 0.51% hits. AID 504462. inhibition, % at 8.33 µM. ATG4B cleavage of LC3-PLA2, NBD-HPC fluorescence, 1 h; in the data active = inhibition above about 40%
# Starred values were filed as active, the others as inactive; . = not tested or not shown.
# Start of the listing, in advance:
SMILES,tim10-1 inh,Apaf1 inhib,TIM10 inh,hIAP block,hIAP act,NALP3 yeast inh,mIAP inh,mIAP act,ATG4B inhibitor
CCCCn1c(N)c(Sc2ccc(C)cc2)c(=O)[nH]c1=O,-5,-8,2,9,0.91,-1,-2,1,-4
CCN(CC)C(=O)C(=O)Nc1ccc(OC)c(Cl)c1,1,-9,17,10,0.9,22,5,0.95,-7
CCOc1ccccc1NC(=O)NC1(C(=O)N2CCN3CCCC3C2)CCCCC1 (stereo not given),8,14,10,-4,1,-1,-20,1.2,-7

# Main list, from the first entry:
SMILES,tim10-1 inh,Apaf1 inhib,TIM10 inh,hIAP block,hIAP act,NALP3 yeast inh,mIAP inh,mIAP act,ATG4B inhibitor
CCCCn1c(N)c(Sc2ccc(C)cc2)c(=O)[nH]c1=O,-5,-8,2,9,0.91,-1,-2,1,-4
CCN(CC)C(=O)C(=O)Nc1ccc(OC)c(Cl)c1,1,-9,17,10,0.9,22,5,0.95,-7
CCOc1ccccc1NC(=O)NC1(C(=O)N2CCN3CCCC3C2)CCCCC1 (stereo not given),8,14,10,-4,1,-1,-20,1.2,-7
O=C(CCN1C(=O)c2ccccc2C1=O)NCc1ccc(Cl)cc1,10,4,3,-9,1.1,13,-4,1,-5
O=S(=O)(NC1=NCCCCC1)c1cccs1,-6,0,-7,11,0.89,2,3,0.97,0
CCOC(=O)CNc1nc(Cl)c(C#N)s1,11,-7,-4,0,1,12,-2,1,4
COc1ccc(C(=O)Nc2ccccc2C(=O)N/N=C/c2ccncc2)cc1OC,43*,11,33,1,0.99,3,7,0.93,0
O=S(=O)(CCc1nc2ccccc2s1)c1ccc2ccccc2c1,8,16,25,9,0.91,29,9,0.91,2
C/C(=N\NC(=O)c1cccc(S(=O)(=O)N2CCCC2)c1)c1ccc(C)cc1,5,11,3,-9,1.1,6,10,0.9,-2
CCOc1ccccc1NC(=O)Nc1cc(S(=O)(=O)N(C)C)ccc1C,4,-11,3,-6,1.1,2,-32,1.3,11
COc1cc(N2C(=O)C=CC2=O)c(OC)cc1Cl,40,-5,12,-14,1.1,-1,-1,1,-15
Cc1cc2c(s1)c1cnn(Cc3ccccc3F)c(=O)c1n2C,23,12,0,-7,1.1,24,2,0.98,-11
Cc1ccc(S(=O)(=O)CC(=O)NC2CC2)cc1,3,9,-17,-2,1,5,-6,1.1,0
Cc1cc(N/N=C/c2ccccc2)nc(NCc2ccccc2)n1,-1,14,-28,11,0.89,30,1,0.99,69*
COc1cccc(CN(C(=O)c2cccc(OC)c2)C2CCS(=O)(=O)C2)c1 (stereo not given),11,-3,-4,-27,1.3,3,2,0.98,-6

# Full records from above.
# Profile of `Cc1ccc(S(=O)(=O)CC(=O)NC2CC2)cc1` : tim10-1 inh = 3; Apaf1 inhib = 9; TIM10 inh = -17; hIAP block = -2; hIAP act = 1; NALP3 yeast inh = 5; mIAP inh = -6; mIAP act = 1.1; ATG4B inhibitor = 0
# Profile of `COc1cc(N2C(=O)C=CC2=O)c(OC)cc1Cl` : tim10-1 inh = 40; Apaf1 inhib = -5; TIM10 inh = 12; hIAP block = -14; hIAP act = 1.1; NALP3 yeast inh = -1; mIAP inh = -1; mIAP act = 1; ATG4B inhibitor = -15
# Profile of `O=S(=O)(CCc1nc2ccccc2s1)c1ccc2ccccc2c1` : tim10-1 inh = 8; Apaf1 inhib = 16; TIM10 inh = 25; hIAP block = 9; hIAP act = 0.91; NALP3 yeast inh = 29; mIAP inh = 9; mIAP act = 0.91; ATG4B inhibitor = 2

# The main list resumes, repeating the 3 entries before the break.
SMILES,tim10-1 inh,Apaf1 inhib,TIM10 inh,hIAP block,hIAP act,NALP3 yeast inh,mIAP inh,mIAP act,ATG4B inhibitor
Cc1ccc(S(=O)(=O)CC(=O)NC2CC2)cc1,3,9,-17,-2,1,5,-6,1.1,0
Cc1cc(N/N=C/c2ccccc2)nc(NCc2ccccc2)n1,-1,14,-28,11,0.89,30,1,0.99,69*
COc1cccc(CN(C(=O)c2cccc(OC)c2)C2CCS(=O)(=O)C2)c1 (stereo not given),11,-3,-4,-27,1.3,3,2,0.98,-6
COc1ccc(C)cc1NC(=O)C1CCC(CNc2c(N3CCOCC3)c(=O)c2=O)CC1 (stereo not given),-23,6,-2,-8,1.1,2,1,0.99,-2
COCCCNC(=O)c1cc(S(=O)(=O)N2CCOCC2)ccc1SCc1cccc(OC)c1OC,18,-7,-8,-18,1.2,-6,-5,1.1,1
Nc1n[nH]c(C2CC2)c1N=Nc1ccc(Cl)c(Cl)c1,35,-4,39,-4,1,30,13,0.87,6
CN1C(=O)C(CC(=O)NCCc2ccccc2)N(NC(=O)c2cccc(F)c2)C1=S (stereo not given),7,4,-2,-8,1.1,5,6,0.94,2
CN1CCN(NC(=O)Nc2ccc(F)cc2)CC1,-12,-11,-7,-42,1.4,10,8,0.92,-8
CCN1CCN(C(=S)c2ccc(-c3ccccc3)cc2)CC1,22,16,15,1,0.99,12,4,0.95,0
O=C(COC(=O)C12CC3CC(CC(O)(C3)C1)C2)Nc1ccc(OC(F)F)cc1,4,5,-7,-2,1,0,-1,1,1
Cc1ccc(C(=O)COC(=O)CNC(=O)COc2ccccc2C)cc1C,21,8,2,0,1,20,-6,1.1,1
C=C(NC(C)=O)c1c(F)cccc1F,7,-7,0,9,0.91,8,4,0.96,-5
COc1ccc(NC(=O)CSc2ccc3nnc(-c4cccnc4)n3n2)c(OC)c1,3,-1,-5,0,1,3,-3,1,-6
COc1ccc(Cn2c(=O)[nH]c3cc(C(=O)NCc4ccc5c(c4)OCO5)ccc3c2=O)cc1,-3,0,-2,17,0.83,3,-1,1,4
COC(=O)[C@@]1(Cc2ccccc2)[C@H]2C(=O)N(Cc3ccccc3)C(=O)[C@H]2[C@H]2CN=C(SCC3CC3)N21,23,27,3,.,.,.,-3,1,3
Cc1ccc(S(=O)(=O)c2nnn3c2nc(N2CCC(C(N)=O)CC2)c2ccccc23)cc1,-13,1,-9,-12,1.1,11,-6,1.1,-11
O=C(NC1CCCC1)C(c1cccs1)N(C(=O)c1ccco1)c1ccc2c(c1)OCCO2 (stereo not given),16,10,4,-4,1,-8,-6,1.1,8
CCCSc1cc(=O)n(-c2ccccc2)nc1C(=O)OCC,11,-24,-19,30,0.7,7,4,0.96,-3
N#CCCN(C(=O)COC(=O)c1ccc(S(=O)(=O)Nc2ccccc2)cc1)c1ccccc1,11,11,9,-7,1.1,-5,-5,1,-9
COc1ccc2[nH]c3c(c2c1)CCN1C(=O)C(CC(=O)NCCc2ccccn2)C[C@H](C(=O)N2CCOCC2)[C@@]31C (stereo not given in full),7,4,2,.,.,.,2,0.98,-1
Cc1cccc(N2CCN(C(=O)CCc3nc4ccccc4[nH]3)CC2C)c1 (stereo not given),27,15,-2,-22,1.2,1,-5,1.1,-8
Cc1ccc(-c2nc(N)n(C(=O)c3ccco3)n2)cc1,13,1,-3,5,0.95,-3,-6,1.1,2
CC(C)N1CCN(Cc2nc3ccccc3s2)CC1CCO (stereo not given),12,7,2,5,0.95,7,-9,1.1,-6
CCOc1ccc(NC(=S)Nc2cc(C)[nH]n2)cc1,5,0,-19,-26,1.3,11,11,0.89,2
CC1=C(C(N)=O)C(c2cccs2)n2nc(-c3cccc(Cl)c3)nc2N1 (stereo not given),-4,18,3,-8,1.1,12,0,1,-7
CC1CN(C(=O)c2cccc(S(=O)(=O)Nc3ccccc3Cl)c2)CC(C)O1 (stereo not given),16,-5,10,-28,1.3,22,-2,1,1
CN(C(=O)c1ccncc1)c1nnc(-c2ccccn2)s1,14,3,-2,-2,1,5,6,0.94,-5
COc1cc(/C=C2\SC(=S)N(NS(=O)(=O)c3ccc(C)cc3)C2=O)ccc1O,23,5,32,29,0.71,-31,34,0.66,0
CCN(C(=O)c1cc([N+](=O)[O-])ccc1NCc1cccnc1)c1ccccc1,30,11,1,3,0.97,17,7,0.93,-3
Cn1c(=O)[nH]c(=O)c2c1nc(NCc1ccccc1)n2CC(O)c1ccccc1 (stereo not given),-10,4,-13,15,0.85,5,2,0.97,-5
COC(=O)CNC(=O)COC(=O)C(Cc1ccccc1)NC(=O)c1ccco1 (stereo not given),13,9,7,-4,1,3,-10,1.1,-8
O=C(CNC(=O)c1ccccc1)NCCO,-8,-5,-10,-17,1.2,10,-5,1.1,2
CN(C(=O)c1cccc(NC(=O)Cc2ccc([N+](=O)[O-])cc2)c1)C1CCC1,8,9,-1,2,0.98,16,8,0.93,-11
Cc1cc(C)cc(NC(=O)CSc2nc3ccccc3nc2N2CCCCC2)c1,19,3,-1,8,0.92,15,15,0.85,-16
CCN(C(=O)c1sc(N)c(C#N)c1C)C1CCCCC1,19,0,-1,8,0.92,-11,2,0.98,3
Cc1cnc(C(=O)OCC(=O)NCCc2ccccc2)cn1,12,10,-3,-5,1.1,-5,0,1,-7
N#Cc1cnc(SCC(=O)c2ccccc2)nc1N,3,10,6,-2,1,22,6,0.94,-1
CCN(C(=O)COC(=O)CNC(=O)c1ccc(C)cc1)c1c(N)n(Cc2ccccc2)c(=O)[nH]c1=O,3,-9,1,4,0.96,10,9,0.91,-9
Cc1ccc(C(=O)NCCN2CCN(C(=O)c3ccc(C)c(C)c3)CC2)cc1C,18,8,-7,-10,1.1,12,-6,1.1,-8
Cc1cc(C)cc(NC(=O)c2ccc(NC3=NC4CS(=O)(=O)CC4S3)cc2)c1 (stereo not given),13,16,5,2,0.98,-2,-7,1.1,-12
O=C(COC(=O)CCC(=O)c1cccs1)Nc1ccccc1C(F)(F)F,3,4,10,-5,1.1,26,-11,1.1,5
N#CCSc1nnc(COc2ccc3ccccc3c2)o1,23,8,22,4,0.96,-6,2,0.98,-15
COCC(=O)NNS(=O)(=O)c1ccccc1[N+](=O)[O-],0,8,10,12,0.88,-2,-6,1.1,0
CC1(C)OC(c2ccccc2)=C/C(=C/C=Nc2ccccc2)O1,2,4,1,13,0.87,12,16,0.84,6

# High-throughput results (PubChem BioAssay)
